RBBP9 inhibitor: human RBBP9 inhibitors, primary screen, biochemical, fluorescence polarization, FP-Rh probe, HTS; actives 0.2% (n = 220,000); Serine hydrolase RBBP9 (Homo sapiens), O75884; AID 1515, 2009; recombinant RBBP9; inhibition, % at 7.94 µM;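 active = inhibition above the campaign mean of all tested compounds plus 3 SD, cut at about 14% in these data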;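 also: plate controls were DMSO wells with RBBP9 for no effect and wells lacking RBBP9 protein for full effect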
Target sequence (O75884 whole entry, looked up): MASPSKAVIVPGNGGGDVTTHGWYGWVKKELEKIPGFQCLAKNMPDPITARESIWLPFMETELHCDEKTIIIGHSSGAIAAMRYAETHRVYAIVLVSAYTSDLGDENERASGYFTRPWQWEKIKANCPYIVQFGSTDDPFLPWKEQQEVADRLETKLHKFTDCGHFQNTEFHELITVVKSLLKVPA
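System: RBBP9 protein / Buffer or medium: Tris/NaCl buffer pH 8.0 with 0.1% Pluronic / Probe or stimulus: Serine-hydrolase probe FP-Rh, 375 nM pre-mixing / Dosing: 7.94 µM single dose, 0.794% DMSO / Times: enzyme-compound preincubation 30 min, then probe labeling 45 min, 25 °C / Technique: fluorescence polarization (mP), excitation 525 nm, emission 598 nm / Replication: singlicate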
TNF necrop inh: inhibitors of TNF-alpha triggered necroptosis, primary screen, cell-based, Jurkat FADD-/-, single concentration; Jurkat FADD-/- TNF necroptosis rescue, ATP luminescence, 24 h; 0 = TNF only, 100 = no-TNF cells; activation (protection from cell death), % at 10 µM; actives 0.068% (n = 220,000); AID 463075, 2010;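 active = activation, meaning protection from cell death, of at least 50% relative to plate controls; inactive = activation below 50%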;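 also: necroptosis triggered by 40 ng/mL TNF-alpha added together with compound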
L929 necroptosis: inhibitors of zVAD-triggered necroptosis, primary screen, L929 cells | L929 zVAD necroptosis rescue, ATP luminescence, 24 h; with zVAD 60 µM | viability rescue, % at 10 µM | actives 0.38% (n = 220,000);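 active = activation, scaled between plate controls, above about 75%, limit read from the data; inactive = activation under that limit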;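 also: 0% = zVAD with DMSO and 100% = DMSO alone without zVAD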
Runt-SMMHC FRET: inhibitors of RUNX1 Runt–CBFb-SMMHC binding, primary screen, biochemical, FRET, Cerulean-Runt, Venus-CBFb-SMMHC, uHTS. Runt-related transcription factor 1 (Homo sapiens) + Core-binding factor subunit beta …. AID 1434, 2008. inhibition, % at 20 µM. Cerulean-Runt/Venus-CBFb-SMMHC FRET ratio 530/480, 1 h. actives 0.74% (n = 220,000);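 active = mean inhibition across duplicate retests at 20 µM reaching about 50%, limit read from the data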;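 also: 0% = DMSO wells and 100% = wells with excess untagged CBFb-SMMHC; inhibitors lower the FRET ratio by blocking Runt binding to CBFb-SMMHC; some results filed as inactive read as strong as hits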
Target sequence (Q01196 whole entry, looked up): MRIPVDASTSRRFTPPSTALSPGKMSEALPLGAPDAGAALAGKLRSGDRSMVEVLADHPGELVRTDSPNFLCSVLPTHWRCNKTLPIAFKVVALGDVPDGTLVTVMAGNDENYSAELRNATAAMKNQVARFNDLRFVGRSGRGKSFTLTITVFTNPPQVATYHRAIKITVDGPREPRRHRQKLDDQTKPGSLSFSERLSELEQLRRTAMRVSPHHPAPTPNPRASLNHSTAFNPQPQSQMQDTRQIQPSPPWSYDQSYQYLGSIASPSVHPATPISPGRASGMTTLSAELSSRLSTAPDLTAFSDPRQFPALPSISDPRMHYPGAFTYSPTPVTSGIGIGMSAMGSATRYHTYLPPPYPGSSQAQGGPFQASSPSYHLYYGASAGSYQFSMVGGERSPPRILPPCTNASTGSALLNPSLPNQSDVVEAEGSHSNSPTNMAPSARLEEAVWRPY
Target sequence (Q13951 whole entry, looked up): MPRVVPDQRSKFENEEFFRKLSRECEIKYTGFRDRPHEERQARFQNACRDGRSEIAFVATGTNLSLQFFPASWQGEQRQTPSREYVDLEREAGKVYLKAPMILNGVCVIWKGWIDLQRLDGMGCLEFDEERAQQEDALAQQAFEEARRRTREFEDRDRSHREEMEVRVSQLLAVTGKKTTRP
Runt-CBFb FRET: inhibitors of RUNX1 Runt–CBFb binding, primary screen, biochemical, FRET, Cerulean-Runt, Venus-CBFb, uHTS | Runt-related transcription factor 1 (Homo sapiens) + Core-binding factor subunit beta … | Cerulean-Runt/Venus-CBFb FRET ratio 530/480, 1 h | inhibition, % at 20 µM | actives 0.46% (n = 220,000) | AID 1496, 2009;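 active = inhibition over about 50% at 20 µM in the single-dose screen, limit read from the data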;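 also: 0% = DMSO wells and 100% = excess unlabeled CBFb competitor control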
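Schedule: protein complex preformed 1 h, compound exposure 1 h, room temperature, dark; test system: Cerulean-labeled Runt domain protein; amount: 100 nM per protein; buffer or medium: Tris 50 mM pH 7.5, KCl, K2SO4, 0.01% BSA; read-out: loss of energy transfer signal; detection: FRET fluorescence; controls: 5 µM unlabeled CBFb as full-inhibition high control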
PERK inhibitor: block of dimerizer-induced PERK translation repression, primary screen, PERK inhibitor project, CHO PERK-DD cells, SEAP luminescence, HTS. CHO PERK-DD fusion, SEAP luminescence translation reporter. inhibition, % at 5.6 µM. actives 0.17% (n = 220,000). AID 1416, 2008;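 active = inhibition above the mean inhibition of all tested compounds plus 3 SD, set separately per screening campaign, cut at about 2.9% in these data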;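 also: PERK kinase domain activated by AP20187 dimerizer at 100 nM; 0% = DMSO with dimerizer and 100% = rapamycin at 8.4 µM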
Hck-Nef inh: inhibitors of Nef-activated human Hck kinase, primary screen, biochemical, Z-Lyte FRET, 384-well, Hck-YEEI; actives 0.68% (n = 220,000); Recombinant Hck-YEEI plus Nef, Z-Lyte FRET kinase assay; inhibition, % at 20 µM; Tyrosine-protein kinase HCK (Homo sapiens), P08631;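 active = Hck-Nef kinase inhibition above about 50%, limit read from the data; inactive = inhibition below that limit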;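 also: 0% = DMSO with Hck plus Nef and 100% = Hck alone without Nef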
EP2 antag: human EP2 receptor antagonists, primary screen, TR-FRET cAMP, C6 glioma cells; inhibition, % at 25 µM; actives 0.52% (n = 260,000); C6 glioma cells expressing human EP2; cells stimulated with saturating PGE2; AID 1422, 2008;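 active = percent inhibition above 40 after rounding to a whole number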;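 also: rat C6 glioma host cells with rolipram phosphodiesterase inhibitor present; the protocol text gives 20 µM as final concentration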
EP2 mod: EP2 receptor modulators, cAMP readout, primary screen, cell-based, HTRF cAMP, PGE2 stimulation | AID 940, 2007 | Prostaglandin E2 receptor EP2 subtype (Homo sapiens), P43116 | actives 0.83% (n = 260,000) | induction, % at 25 µM | EP2-expressing cells, cAMP HTRF FRET, PGE2 co-stimulation;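 active = compounds whose cAMP rise, as percent of the full-agonist control response, exceeds 60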;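 also: rat C6 glioma line stably carrying human EP2 under a CMV promoter; the protocol text gives 20 µM as final concentration; 100% = response of wells given 1 µM PGE2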
An asterisk follows results filed as active; · = no result given; & = joins results of further samples. Not all compounds are listed (hit frequency here may not be typical).

SMILES | RBBP9 inhibitor | TNF necrop inh | L929 necroptosis | Runt-SMMHC FRET | Runt-CBFb FRET | PERK inhibitor | Hck-Nef inh | EP2 antag | EP2 mod
COc1cc(/C=C(\C#N)C(=O)Nc2cccnc2)ccc1OC(C)C | 0 | 0.3 | 0.7 | 1 | 0 | 1.2 | 5 | 11 | 5
CCN(CCCNC(=O)CCn1c(=O)[nH]c2ccsc2c1=O)c1ccccc1 | -5 | 0.9 | 1.9 | 0 | 5 | 0.3 | 16 | 6 | -9
Cc1nn(Cc2cccc(C(=O)Nc3ccn(Cc4c(F)c(F)cc(F)c4F)n3)c2)c(C)c1[N+](=O)[O-] | -10 | -3.4 | 0.5 | 0 | 0 | -2.0 | 36 | 12 | 2
COC(=O)c1nnn(-c2nonc2N)c1CSCCO | 7 | 0.8 | -0.2 | 0 | 1 | 0.7 | 2 | 9 | 14
CCCC(C(=O)NC1CCCC1)N(CC1CCCO1)C(=O)c1snc(C(N)=O)c1N (stereo not drawn) | -6 | 0.6 | -0.4 | 1 | 0 | -0.8 | 1 | 7 | 22
CCCC1(c2ccccc2)NC(=O)N(CC(=O)Nc2cc(C)on2)C1=O (stereo not drawn) | 1 | 2.3 | 0.3 | 0 | -1 | -0.1 | 19 | 22 | 18
CCOC(=O)C1=C(C)NC(=O)CC1c1ccccc1 (stereo not drawn) | -2 | -1.7 | 1.1 | -1 | 1 | 0.3 | 6 | 16 | -3
COc1ccc(-c2csc(-c3ccc(O)cc3)n2)cc1 | -2 | -11 | -0.5 | 1 | 2 | -1.1 | 5 | 16 | 13
Cc1oc(-c2cccs2)nc1CN1CCN(C(C)C)C(CCO)C1 (stereo not drawn) | 2 | 0.5 | -0.2 | 0 | 0 | 0.2 | 1 | 1 | 7
O=C(Nc1ccc2c(c1)OCO2)c1cnn2c(C(F)(F)F)cc(-c3ccco3)nc12 | 0 | -5.9 | -0.3 | -5 | -5 | 1.5 | 1 | 7 | 27
C/C(=N\NS(=O)(=O)c1ccccc1)c1ccccc1 | 7 | 1.5 | 1.4 | · | · | 1.4 | 23 | 16 | 30
COC(=O)c1ccc(C)c(NS(=O)(=O)c2ccc(NC(C)=O)cc2)c1 | -3 | -1.1 | 1.6 | 3 | 1 | 0.5 | 0 | 11 | -6
CCCCN(Cc1cc2cccc(C)c2[nH]c1=O)S(C)(=O)=O | -1 | 0.7 | -0.3 | -2 | 2 | -2.1 | 5 | 8 | 5
CCOC(=O)c1oc2ccccc2c1CSc1nnnn1-c1ccc(OC)cc1 | -6 | -0.1 | 0.3 | 0 | 0 | 0.7 | -1 | 3 | 29
COc1ccc(-n2cnc3c(sc4nc(N5CCOCC5)c5c(c43)CCCC5)c2=O)cc1 | -5 | 0.1 | 1.5 | -5 | -7 | 0.0 | 7 | 4 | 29
COc1ccccc1N1CCN(C(c2ccc(Cl)cc2)c2nnnn2C(C)(C)C)CC1 (stereo not drawn) | -7 | -2.7 | 0.1 | 0 | -2 | 0.5 | 2 | 5 | 12
O=S(=O)(c1ccccc1)c1nc(-c2ccco2)oc1NCc1ccco1 | -2 | -0.4 | -0.6 | 1 | -1 | -0.2 | 5 | 12 | 18
CCOc1cc(-c2cc(-c3ccccc3)nc(N)c2C#N)ccc1O | -11 | -3.0 | 0.6 | -4 | 1 | -0.7 | -1 | 20 | -51
CCc1ccc(-c2nc(CSCC(=O)NCCCN3CCCC3=O)c(C)o2)cc1 | 3 | -2.7 | 0.7 | 3 | -1 | -0.6 | 10 | 5 | 1
O=c1oc2ccccc2nc1/C=C(\O)c1ccccc1 | -6 | 23 | 68 | 0 | 5 | 1.2 | 13 | 5 | 9
O=C(NC(=S)N(CCO)Cc1ccccc1)c1cc(Br)ccc1Cl | 4 | 0.5 | 2.8 | 0 | 1 | 0.3 | 27 | 11 | 28
CCCC1=[N+](CC(=O)c2ccc(Br)cc2)CCn2cccc21 | -6 | 0.2 | -0.5 | 3 | -13 | -1.2 | 17 | 3 | 2
O=C(c1ccccc1)c1ccc(C(=O)N2CCN(c3ccc(F)cc3)CC2)o1 | -8 | -8.4 | 1.1 | 0 | -4 | 0.1 | 3 | 11 | -9
CCn1c(COc2ccc3c(c2)OCO3)nnc1SCC(=O)c1ccccc1 | -5 | -0.2 | -1.4 | -2 | 1 | 0.4 | 5 | 14 | -8
CC(=O)c1sc(NC(=O)c2cc(-c3ccccc3)nn2-c2ccccc2)nc1C | 3 | 0.6 | 1.4 | 4 | -3 | -0.3 | 4 | 4 | 5

Whole records as entered above. Order of screens: RBBP9 inhibitor, TNF necrop inh, L929 necroptosis, Runt-SMMHC FRET, Runt-CBFb FRET, PERK inhibitor, Hck-Nef inh, EP2 antag, EP2 mod
CCOC(=O)C1=C(C)NC(=O)CC1c1ccccc1 (stereo not drawn) reads -2, -1.7, 1.1, -1, 1, 0.3, 6, 16, -3
CCOc1cc(-c2cc(-c3ccccc3)nc(N)c2C#N)ccc1O reads -11, -3.0, 0.6, -4, 1, -0.7, -1, 20, -51
CCCC1=[N+](CC(=O)c2ccc(Br)cc2)CCn2cccc21 reads -6, 0.2, -0.5, 3, -13, -1.2, 17, 3, 2

Next section
SMILES | RBBP9 inhibitor | TNF necrop inh | L929 necroptosis | Runt-SMMHC FRET | Runt-CBFb FRET | PERK inhibitor | Hck-Nef inh | EP2 antag | EP2 mod
CCOc1cc2[nH]c(=S)n(Cc3ccc(C(=O)NCC(OC)OC)cc3)c(=O)c2cc1OCC | -5 | -0.8 | -0.2 | -4 | -1 | 0.8 | 0 | 4 | -8
COC(=O)CCC(=O)Nc1ccc(C)cc1OC(=O)CCC(=O)OC | 1 | -0.1 | -0.6 | -1 | -2 | -0.2 | -1 | 14 | 14
Cc1csc(=NC(=O)c2ccccc2)n1CCO | -5 | 0.7 | 0.2 | -3 | 4 | 0.0 | 6 | 12 | -7
CCN(CC)C(=O)CSc1nnc(COc2ccc(OC)cc2)n1N | -3 | 0.7 | 2.2 | -2 | 1 | 1.8 | 12 | 11&5 | 14&5
CC(=O)Nc1ccc(N(C(=O)CNC(=O)c2ccco2)C(C(=O)NCc2ccco2)c2ccccc2)cc1 (stereo not drawn) | -2 | -0.3 | 0.1 | -2 | 1 | 1.3 | 19 | 8 | 11
Cc1nc([N+](=O)[O-])c(Br)n1Cc1ccc(Cl)c(Cl)c1 | 2 | -14 | 43 | 8 | 10 | 0.6 | 13 | 10 | -4
COc1ccccc1-c1ccc(SCc2ccc(C)cc2)nn1 | 0 | -1.0 | -0.3 | -2 | -1 | 1.9 | 4 | 7 | 22
CC(C)OCCCNC(=S)N1CCC(C(=O)c2ccc3c(c2)OCCO3)CC1 | -5 | 1.3 | 6.4 | 2 | -1 | -1.2 | 20 | 5 | -22
CC(=O)Nc1ccc(S(=O)(=O)NCc2cn3c(C)csc3n2)cc1 | -1 | -0.6 | 0.1 | 1 | 1 | 1.5 | -1 | -8 | 23
c1ccc(-c2ccccc2OCc2nnc3n2CCC3)cc1 | 2 | -0.6 | -0.7 | 1 | -1 | 0.6 | 19 | 2 | 28
CC(=O)SCC[N+](C)(C)C | · | 1.2 | 0.5 | -2 | 4 | · | 36 | 10&13 | 10&15
CCn1cc(S(=O)(=O)Nc2ccc3c(c2)OCCO3)cn1 | 0 | -0.2 | 0.0 | 4 | 2 | 0.6 | -14 | 5 | 6
CCOC(=O)N1CCC(Nc2nc3ccccc3n3cnnc23)CC1 | -3 | -1.5 | 1.3 | · | · | 0.6 | 22 | 8 | ·
O=C(CN1CCN(c2nc(-c3ccc(Cl)cc3)cs2)CC1)NCc1ccco1 | -10 | -1.9 | 0.8 | 5 | 1 | 0.3 | 1 | 9 | -3
CCN(CC)CC(O)Cn1c(-c2ccccc2Cl)nc2ccccc21 (stereo not drawn) | -5 | 0.8 | -0.8 | 0 | -1 | -1.6 | 15 | 2 | -20
COc1ccc(C[C@H]2CN3C(=NC[C@@H]3C)N2CCNC(=O)CCC2CCCCC2)cc1 | -5 | 2.4 | -1.6 | 3 | -2 | 1.7 | -6 | 5 | -4
O=C(c1ccc(NC2=NC3CS(=O)(=O)CC3S2)cc1)N1CCc2ccccc2C1 (stereo not drawn) | -8 | -0.9 | -0.5 | 4 | 2 | 0.1 | -8 | 12 | 1
N#CC1(Cc2ccccc2)c2ccccc2C=CN1C(=O)c1ccccc1 (stereo not drawn) | -4 | -0.5 | 0.3 | -1 | 0 | -0.1 | 2 | 17 | 48
OC1CCCN(Cc2cccc3ccccc23)C1 (stereo not drawn) | -10 | 1.5 | 0.3 | -1 | 0 | 0.7 | -10 | 4 | 12
Cc1cc(NC(C)C)n2c(nc3ccccc32)c1C#N | -4 | -0.4 | 1.5 | 31 | 13 | -0.4 | 13 | 6&10 | -1&-5
CCOc1ccc(NC(=O)C2CC(=O)N(c3cc(C)cc(C)c3)C2)cc1 (stereo not drawn) | -7 | -1.4 | 0.2 | -1 | -1 | -0.1 | 7 | 10 | 18
COc1ccc(Br)cc1CNC(=O)CCCc1cn(C)c2ccccc12 | -4 | 1.1 | · | 0 | -2 | -0.6 | -4 | 4 | -28
Cc1nnc(NC(=O)CSc2nc(C(C)C)nc3sc(C)c(C)c23)s1 | 2 | 2.5 | 1.6 | -5 | -3 | 0.2 | 0 | 13 | 23
CCOc1cc(CNCCCN2CCOCC2)ccc1OCC(=O)NC(C)(C)C | -8 | 0.3 | -0.8 | -3 | 0 | 0.3 | 9 | 4 | 10
CCC1=C(OC(=O)N(CC)CC)N2C(=O)OC(=NCC(=O)OC)[C@]2(Cc2ccccc2)[C@H]2C1=CC[C@H]1C(=O)NC(=O)[C@H]12 | · | -1.1 | 1.0 | -2 | -5 | · | 28 | 18 | -6
CCOc1cc(/C=N/n2cnnc2)c(Br)cc1O | -5 | 0.9 | 0.0 | 11 | 2 | 0.1 | 13 | 9 | 1
O=C(CSCc1cccc(Br)c1)N=Nc1c(O)[nH]c2ccccc12 | -2 | -2.5 | 0.1 | -9 | · | 0.7 | 1 | 8 | 12

From PubChem
